Screens from PubChem BioAssay.
SENP1 FRET inh = SENP1 (human) catalytic domain inhibition | inhibition, % at 10 µM | actives 0.21% (n = 360,000) | Q9P0U3 | AID 624204 | recombinant SENP1 catalytic domain, CyPet-SUMO1-YPet FRET cleavage;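 active means inhibition at least 30% at 10 µM, raw YFP signal under a set limit, fluorescence ratio 0.5 to 1.5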;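 further: 0% = enzyme with DMSO and 100% = no enzyme wells; some results filed as inactive read as strong as hits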
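Controls: no-enzyme wells low, DMSO-plus-enzyme wells high control. Test system: human recombinant His6-tagged SENP1 catalytic domain enzyme. Reagent: SFCypet-SUMO1-SFYpet FRET protein substrate, 25 nM final. Doses: one dose per compound, 10 µM, 0.5% DMSO. Detection: FRET, CFP and YFP emission. Timing: 50 min reaction at room temperature.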
SENP8 block-1 = blocks human SENP8 cleavage of Nedd8 substrate; recombinant SENP8, Nedd8 substrate fluorescence; actives 0.64% (n = 360,000); inhibition, % at 20 µM; AID 602440; in the data active means inhibition mostly above about 40%, no sharp cut-off; inactive means mostly below about 27%
SENP8 block-2 = inhibitors of human SENP8 protease | Q96LD8 | purified SENP8, Z-RLRGG-aminoluciferin cleavage, luminescence | inhibition, % at 10 µM | actives 1.2% (n = 330,000) | AID 2540; in the data active means inhibition above about 50%
UBC13 inh = inhibitors of human UBC13 polyubiquitin chain formation | TR-FRET | inhibition, % at 20 µM | AID 485273 | P61088 | actives 0.47% (n = 330,000); in the data active means inhibition above about 45%, passing the limit was not always enough
Apaf1 inhib = human Apaf-1 inhibition | inhibition, % at 20 µM | reconstituted apoptosome caspase-3 activity, DEVD-Rh110 fluorescence | AID 489030 | actives 0.71% (n = 330,000) | O14727; active means inhibition of at least 40% at 20 µM;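 further: plate controls were DMSO wells for no effect and DEVD-CHO caspase inhibitor wells for full effect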
Target sequence (O14727 whole entry, looked up): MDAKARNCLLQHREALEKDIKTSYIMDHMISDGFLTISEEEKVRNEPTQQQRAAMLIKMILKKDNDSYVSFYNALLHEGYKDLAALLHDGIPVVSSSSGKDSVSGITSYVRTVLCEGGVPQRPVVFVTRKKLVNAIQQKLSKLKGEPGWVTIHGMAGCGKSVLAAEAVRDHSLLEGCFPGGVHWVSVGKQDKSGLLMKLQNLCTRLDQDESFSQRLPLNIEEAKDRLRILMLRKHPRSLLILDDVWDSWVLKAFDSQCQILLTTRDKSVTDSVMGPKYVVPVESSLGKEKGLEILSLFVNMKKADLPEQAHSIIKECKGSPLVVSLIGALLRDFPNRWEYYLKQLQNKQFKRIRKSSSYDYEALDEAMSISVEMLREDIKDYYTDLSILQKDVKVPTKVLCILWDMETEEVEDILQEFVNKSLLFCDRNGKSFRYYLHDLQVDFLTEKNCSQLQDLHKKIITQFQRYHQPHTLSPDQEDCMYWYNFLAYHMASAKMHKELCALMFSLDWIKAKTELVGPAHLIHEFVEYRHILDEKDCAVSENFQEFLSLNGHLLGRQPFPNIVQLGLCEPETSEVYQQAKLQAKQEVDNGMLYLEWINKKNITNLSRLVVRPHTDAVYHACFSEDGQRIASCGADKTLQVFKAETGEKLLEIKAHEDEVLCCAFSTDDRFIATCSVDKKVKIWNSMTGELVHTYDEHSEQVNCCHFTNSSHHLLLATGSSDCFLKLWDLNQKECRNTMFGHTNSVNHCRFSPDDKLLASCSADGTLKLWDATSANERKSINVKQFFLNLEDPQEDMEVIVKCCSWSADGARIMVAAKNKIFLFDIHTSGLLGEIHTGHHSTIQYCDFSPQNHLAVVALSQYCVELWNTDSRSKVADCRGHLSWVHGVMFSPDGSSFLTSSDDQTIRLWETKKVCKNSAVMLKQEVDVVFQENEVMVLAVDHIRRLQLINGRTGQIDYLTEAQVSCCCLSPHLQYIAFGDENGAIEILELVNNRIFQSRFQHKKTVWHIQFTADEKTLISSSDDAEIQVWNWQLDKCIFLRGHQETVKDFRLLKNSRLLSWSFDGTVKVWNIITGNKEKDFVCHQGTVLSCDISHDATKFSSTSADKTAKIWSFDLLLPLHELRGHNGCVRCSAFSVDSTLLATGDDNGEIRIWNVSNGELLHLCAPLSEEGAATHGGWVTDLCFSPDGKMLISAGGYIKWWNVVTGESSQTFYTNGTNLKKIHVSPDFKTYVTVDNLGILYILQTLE
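Medium: Hepes buffer, pH 7.5 / System: biochemical Apaf-1 apoptosome reconstitution / Measured by: Rh110 fluorescence, excitation 480 nm, emission 540 nm / Times: compound with Apaf-1, dATP, procaspase-3 30 min, then 50 min reaction, room temperature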
SENP6 block = blocks the human protease SENP6; Q9GZR1; Recombinant SENP6 catalytic domain, aminoluciferin luminescence; inhibition, % at 10 µM; actives 1.8% (n = 330,000); AID 2599;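 active means inhibition above about 50% at the single tested dose, limit read from the data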;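 further: plate controls were DMSO wells with enzyme for no effect and DMSO wells lacking enzyme for full effect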
SENP7 inh = blocks the human protease SENP7; Q9BQF6; recombinant SENP7, Z-RLRGG-aminoluciferin luminescence, 40 min; inhibition, % at 5 µM; actives 1.5% (n = 330,000);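 active means inhibition above about 50% at the single test dose, limit read from the data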;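 further: plate controls were DMSO with enzyme for no effect and no enzyme buffer wells for full effect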
APOBEC3G inh = APOBEC3G (human) deaminase inhibition; Q9HC16; actives 0.28% (n = 330,000); recombinant A3G, ssDNA deamination FAM/TAMRA fluorescence; inhibition, % at 20 µM; AID 493012;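 active means inhibition of at least 40% at 20 µM, with no more than 30% in the related APOBEC3A deaminase screen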;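 further: plate controls were DMSO wells with A3G for no effect and wells lacking A3G enzyme for full effect; some compounds called inactive have numbers as strong as hits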
* marks the source's active call; other numbers are inactive results; . = no result given. Outcome played no part in choosing rows; overall some 3.6% were active at least once.

SMILES	SENP1 FRET inh	SENP8 block-1	SENP8 block-2	UBC13 inh	Apaf1 inhib	SENP6 block	SENP7 inh	APOBEC3G inh
O=C(Nc1ccc(F)cc1)C1CCCN(C2=NS(=O)(=O)c3ccccc32)C1 (configuration not stated)	1	5	5	10	-11	5	2	-5
CCOC(=O)c1csc(NC(=O)CN2CCCCC2)n1	1	17	5	0	-3	-1	4	-10
COc1ccccc1CNC(=O)c1cnc2ccccn2c1=O	0	-374	-11	-4	1	-19	17	-8
CC(C)NC(=O)C(=O)NCC(c1ccc2c(c1)OCO2)N1CCOCC1 (configuration not stated)	3	8	13	-7	-1	-13	-1	-6
O=C(CSc1cn(CC(=O)N2CCCCCC2)c2ccccc12)NCC1CCCO1 (configuration not stated)	1	1	8	-6	-1	17	-2	-5
CCCC(C)C(=O)NCc1ccccc1OC (configuration not stated)	0	3	4	0	-1	0	11	1
C=CCn1c(-c2cccnc2Cl)nc2cc(Cl)c(Cl)cc21	-29	-298	-5	5	20	-14	-8	-6
O=c1c2ccccc2nnn1CSc1nnc(COc2ccc(Cl)cc2)n1Cc1ccco1	2	16	2	12	10	-4	3	-9
CN1CCc2c(sc(NC(=O)c3ccc(S(=O)(=O)N4CCCCCC4)cc3)c2C(N)=O)C1	-26	-176	-4	-4	10	6	12	-11
CC(=O)c1cccc(S(=O)(=O)N2CCN(c3ccccc3F)CC2)c1	3	22	-5	-11	18	6	1	-5
Cc1c(O)c2ccccc2oc1=O	3	-10	-2	16	-8	-9	0	-7
COc1cc2c(cc1OC)-c1cc(NC3CCCCC3)nc(=O)n1CC2	-9	-139	-6	2	0	-7	4	-5
CN(C)C(=O)/C(=C/c1cn(-c2ccccc2)nc1-c1cccc([N+](=O)[O-])c1)NC(=O)c1ccccc1	-3	1	-10	-4	13	5	-1	-3
Cc1cc(NS(=O)(=O)c2ccc(NC(=O)C3CCCCC3)cc2)no1	0	3	-2	3	11	0	-1	2
CCN(CC)c1ccc(S(=O)(=O)N2CCCCC2)cc1NC(=O)C1=COCCO1	-1	5	-2	-9	33	-3	-10	-11
CCCCn1c(SCC(=O)NCc2ccc3c(c2)OCO3)nnc1C(CC)N(C)C (configuration not stated)	2	8	12	-1	3	-11	0	-7
COc1c(C)cccc1C(=O)NCCCNC(=O)c1ccc(C)nc1	0	19	-7	2	0	0	-2	-7
COc1cccc(-c2nc(CS(=O)(=O)CC(=O)NC3CCC(C)CC3)c(C)o2)c1 (configuration not stated)	1	-1	-3	1	10	-12	2	3
CCCCOc1ccc(NC(=O)C(=O)NCCCn2ccnc2)cc1	1	19	-3	6	4	-5	3	0
COc1ccc(S(=O)(=O)N2CCC(n3cnc4ccccc43)CC2)cc1	0	11	-3	0	5	2	2	-4
O=C(Nc1ccccc1F)c1ccc(CSc2ccccc2)o1	1	18	-4	4	0	29	7	0
O=C(CCCNS(=O)(=O)c1cccc2nsnc12)NCCN1CCN(c2ccccc2F)CC1	1	13	-3	6	-3	-7	-2	1
O=C(CCCC(=O)OCC(Cl)=C(Cl)Cl)Nc1ccccc1	3	-5	0	-3	0	3	9	-2
COc1cc(Cl)c(C)cc1NC(=O)CSc1nnc(-c2cccnc2)n1Cc1ccco1	-2	8	3	10	2	-4	7	-6
c1csc(CNc2ncnc3ccc(-c4ccoc4)cc23)c1	-17	-337	0	2	0	7	-2	-3
Cc1ncccc1C(=O)N1CCCC(CNC(=O)c2ccc(-c3ccccc3)cc2)C1 (configuration not stated)	1	12	3	-3	-22	-18	0	-2
CCOc1ncccc1C(=O)OCC(=O)Nc1ccc2c(c1)CCC2	-1	3	-20	-4	12	-2	1	-4
CC(Oc1ccc([N+](=O)[O-])cc1)C(=O)NCCCN1CCOCC1 (configuration not stated)	0	-1	-3	-4	10	-5	0	3
Cc1ccc(CNC(=O)C(=O)NCCC2=CCCCC2)cc1	2	19	-9	-9	-1	-5	-2	-3
O=C(COc1ccc2oc(-c3ccccc3)cc(=O)c2c1)NCc1ccco1	0	-274	-16	1	11	-2	-12	1
O=C1NCCC12C(=O)Nc1ccccc12 (configuration not stated)	-1	38	-6	-1	-4	-11	-6	-10
CCOc1ccc(C(=O)CCC(=O)NCC(=O)OCc2ccccc2)cc1OCC	-2	-31	0	-10	19	-19	5	-6
COCc1ccc(-c2c(-c3ccccc3OC)sc3cc4c(cc23)OCO4)cc1	-2	-111	4	18	7	0	-9	-1
COc1ccc(C2c3ccsc3CCN2C(C)=O)cc1 (configuration not stated)	2	2	-5	-3	1	-22	-5	4
CN(CC(=O)Nc1ccc(Cl)c(Cl)c1)C1CCCCC1	3	18	-11	12	-5	0	0	-13
CN1C(=O)C2(c3ccccc31)N(C)CC(c1ccccn1)C21SC(=S)N(Cc2ccco2)C1=O (configuration not stated)	1	15	-15	-3	22	4	-4	-3
CC(C(=O)NC1CCCC1)N(C(=O)c1ccc(-c2ccccc2)[nH]1)c1ccccc1F (configuration not stated)	1	-85	-10	1	32	-6	-11	-5
COc1cccc(NC(=O)c2ccc(S(=O)(=O)NCc3cccnc3)cc2)c1	-1	1	4	7	-1	27	-4	-9
CC(=O)C(Sc1nccc(-c2cccs2)n1)C(C)=O	0	7	-2	-2	-15	9	2	-5
CCN=c1scc(-c2ccc(F)cc2)n1/N=C/c1ccccn1	-38	-11	0	2	9	7	4	-10
N=C(N)SCC1=CCS(=O)(=O)C1	1	16	-7	-6	-8	-4	-9	-2
COc1ccc(-c2nnnn2C(C)C)cc1S(=O)(=O)Nc1ccccc1	0	29	-4	-3	-1	4	3	-2
Cc1cc(C(F)F)n2nc(C(=O)O)nc2n1	1	5	-6	9	4	-6	-2	-5
COc1ccc(NC(=O)C(=O)c2cn(CC(=O)N3CCCC3)c3ccccc23)c(OC)c1	3	9	-20	1	-6	-25	8	-5
COc1ccc(NC(=S)N2CCCN(Cc3cccc(Cl)c3)C2)cc1	1	25	-1	5	2	-17	-1	-5
Cc1noc(C)c1S(=O)(=O)NCc1cccc(Cl)c1	-1	11	-6	-3	14	-4	-9	-2
N=C1/C(=C/c2cccn2-c2cccc([N+](=O)[O-])c2)C(=O)N=C2SC=CN12	.	.	-6	-16	-1	-6	-7	-7
COc1ccc(C(C)(C)C)cc1NC(=O)COC(=O)c1cnc(C)cn1	-1	10	-8	-8	-2	-24	-1	-3

The closing 3 records of the part before lead into the next.
SMILES	SENP1 FRET inh	SENP8 block-1	SENP8 block-2	UBC13 inh	Apaf1 inhib	SENP6 block	SENP7 inh	APOBEC3G inh
Cc1noc(C)c1S(=O)(=O)NCc1cccc(Cl)c1	-1	11	-6	-3	14	-4	-9	-2
N=C1/C(=C/c2cccn2-c2cccc([N+](=O)[O-])c2)C(=O)N=C2SC=CN12	.	.	-6	-16	-1	-6	-7	-7
COc1ccc(C(C)(C)C)cc1NC(=O)COC(=O)c1cnc(C)cn1	-1	10	-8	-8	-2	-24	-1	-3
CC(C)CNC(=O)CCc1c[nH]c2ccccc12	1	9	-3	11	-7	9	1	-6
COc1ccc(CC(=O)Nc2ccccc2C(=O)N2CCCC2)cc1	-1	4	6	-4	0	-4	4	-6
O=C(CC(=O)N/N=C/c1c(F)cccc1Cl)NCc1ccccc1	.	.	-2	-1	3	-2	-4	-1
O=C(Nc1ccc(Cl)c(S(=O)(=O)N2CCOCC2)c1)c1cc(-c2ccccn2)nc2ccccc12	0	14	0	-8	12	-1	5	-5
COc1ccc(C(=O)CSc2nnc(CNC(=O)c3ccco3)n2C)cc1OC	0	6	-2	-4	-8	-18	-3	-3
Nc1nc(-c2ccc(-c3ccccc3)cc2)cs1	3	-418	68*	9	15	-16	73*	-4
CCN(CC(=O)Nc1ccc(OC)cc1)C(=O)c1cc(-c2cccs2)nn1-c1ccccc1	1	6	5	3	21	8	-3	-11
Cc1ccc(C(c2nnnn2C(C)(C)C)N(Cc2ccco2)Cc2cccs2)cc1 (configuration not stated)	-1	23	1	2	16	-11	1	2
Cc1ccc(S(=O)(=O)N2CCN(Cc3cccc(C)c3O)CC2)cc1	1	5	-5	11	17	-8	-6	-6
COc1ccc(NC(=O)CN2CCCC2c2cccs2)cc1S(=O)(=O)N1CCCCC1 (configuration not stated)	-6	6	9	8	5	-7	-1	-4
O=C(CCC(=O)Nc1ccccc1Cl)N/N=C1\CCCc2ccccc21	2	15	-5	14	-7	-22	-10	-11
CC(C)Cc1cc(C(=O)N2CCCC(C(=O)c3cc(F)ccc3F)C2)no1 (configuration not stated)	0	10	6	-1	9	11	-3	-6

By substructure, the compounds so far containing a nitro group on carbon.
SMILES	SENP1 FRET inh	SENP8 block-1	SENP8 block-2	UBC13 inh	Apaf1 inhib	SENP6 block	SENP7 inh	APOBEC3G inh
CN(C)C(=O)/C(=C/c1cn(-c2ccccc2)nc1-c1cccc([N+](=O)[O-])c1)NC(=O)c1ccccc1	-3	1	-10	-4	13	5	-1	-3
CC(Oc1ccc([N+](=O)[O-])cc1)C(=O)NCCCN1CCOCC1 (configuration not stated)	0	-1	-3	-4	10	-5	0	3
N=C1/C(=C/c2cccn2-c2cccc([N+](=O)[O-])c2)C(=O)N=C2SC=CN12	.	.	-6	-16	-1	-6	-7	-7

(more compounds)
SMILES	SENP1 FRET inh	SENP8 block-1	SENP8 block-2	UBC13 inh	Apaf1 inhib	SENP6 block	SENP7 inh	APOBEC3G inh
CCOC(=O)CNC(=O)N(CCOC)CC1CCCN(C2Cc3ccccc3C2)C1 (configuration not stated)	-1	12	1	5	-2	-2	8	-6
Cc1ccc(-c2cnc3n2CCCCC3)cc1	2	9	-4	11	-3	-5	4	-3
O=C(N/N=C/c1ccccc1F)c1csc2c1CCCC2	1	27	9	4	-4	47	38	-2
O=S(=O)(NCc1ccc2c(c1)OCO2)c1cccc2cccnc12	-1	8	-2	5	-4	-8	-4	0
Cc1ccc(C(=O)OCc2c(C)noc2C)cc1NC(=O)c1ccco1	0	-4	4	-4	12	3	1	-4
CCCSc1nnc2n(C)c(=O)c3c4c(sc3n12)CCC4	0	19	-5	-6	31	-6	-7	-8
CC(=O)OCCOc1nc(N(C)C)nc(N(C)C)n1	-1	29	7	-12	0	-8	9	4
CCN(CC)S(=O)(=O)c1ccc2[nH]c(=O)cc(C(=O)NCC3CCCO3)c2c1 (configuration not stated)	1	-71	6	-4	1	12	0	-8
O=C(OCc1nc2ccsc2c(=O)[nH]1)c1cccc(S(=O)(=O)N2CCOCC2)c1	-7	-20	6	4	-6	-8	2	1
CCC(c1nnnn1Cc1ccco1)N1CCN(C(=O)c2ccco2)CC1 (configuration not stated)	-2	7	-6	8	0	-5	-1	-4
O=C(CSc1nnc(CNC(=O)c2ccccc2F)o1)Nc1ccc2c(c1)OCO2	1	11	4	-2	-11	-12	2	-7
CCOC(=O)C1=C(O)/C(=C/c2ccc(CNC(=O)C(=O)Nc3ccc(C)cc3)o2)N=C1C	-20	-99	-11	-42	9	-3	13	12
Cc1cccc(C)c1NC(=O)CSc1nc(COc2ccccc2)nc2ccccc12	-9	0	3	21	-7	-7	-3	-8
CCOc1cccc(C(=O)Nc2ccccc2C(=O)N2CCN(C)CC2)c1	1	-5	-15	3	7	-12	-4	-8
N#CC1=C(N)Oc2n[nH]c(-c3cccs3)c2C1c1ccco1 (configuration not stated)	12	-101	-13	-53	21	-1	12	-5
Cn1c(=O)cc(N)n(-c2ccccc2)c1=O	1	12	5	5	-4	-10	0	-8
Cc1[nH]cnc1C(=O)N/N=C/c1c(Cl)cccc1Cl	0	18	2	6	2	4	8	-4
CCC(C(=O)Nc1ccc(OC)c(Cl)c1)c1ccccc1 (configuration not stated)	1	8	6	-2	1	1	11	0
c1sc2[n+](c1C13CC4CC(CC(C4)C1)C3)CCS2	1	18	0	8	2	-11	0	-9
